GPR7 antagonist – blocks human GPR7 receptor signaling; GPR7-expressing cells, fluorescence antagonist assay; P48145; inhibition, % at 4.4 µM; 290,000 compounds, 1.1% hits; in the data active means inhibition above about 16%, passing the limit was not always enough;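 further: cells stimulated with the agonist NPW; 0% = agonist with vehicle and 100% = vehicle without agonist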
Target sequence (P48145 whole entry, looked up): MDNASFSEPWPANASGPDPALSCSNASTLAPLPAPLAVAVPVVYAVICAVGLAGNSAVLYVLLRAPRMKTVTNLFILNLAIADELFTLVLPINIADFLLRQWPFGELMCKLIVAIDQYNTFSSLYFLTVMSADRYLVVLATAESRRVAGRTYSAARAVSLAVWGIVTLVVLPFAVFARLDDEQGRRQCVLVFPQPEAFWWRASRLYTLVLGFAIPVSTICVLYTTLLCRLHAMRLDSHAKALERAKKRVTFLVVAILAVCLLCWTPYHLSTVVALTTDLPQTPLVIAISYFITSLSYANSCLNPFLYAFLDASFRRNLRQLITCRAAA
CHO parental Ca – counter-screen: ATP calcium response change in parental CHO cells; parental CHO-K1, ATP-induced calcium, Fluo-8 fluorescence; inhibition, % at 5.6 µM; 330,000 compounds, 0.63% hits; AID 463079;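 active means inhibition above that plate's mean sample inhibition plus 3 SD, cut at about 26% in these data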;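 further: 0% = ATP-challenged DMSO wells and 100% = DMSO wells without ATP; some compounds past the cut are filed as inactive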
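Assay system: parental CHO cells; Read-out basis: percent inhibition of ATP-evoked calcium rise, normalized to controls; Benchmarks: ATP and no-ATP DMSO wells; Compound dosing: single nominal dose of 5.6 µM per compound; Signal: Fluo-8 calcium dye fluorescence; Also added: ATP as calcium-mobilizing challenge; Repeats: singlicate.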
V1R ag counter – V1a receptor agonism, counter-screen for OXTR agonists. 320,000 compounds, 0.25% hits. activation, % at 3 µM. CHO-V1R cells, Fluo-8 calcium fluorescence, agonist mode; 0% DMSO, 100% 3 nM vasopressin. AID 2797. P37288;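 active means activation above the mean activation of all tested compounds plus 3 SD, per screening run, cut at about 20% in these data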;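 further: signal is peak over basal fluorescence ratio across a 100 second FLIPR read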
Target sequence (P37288 whole entry, looked up): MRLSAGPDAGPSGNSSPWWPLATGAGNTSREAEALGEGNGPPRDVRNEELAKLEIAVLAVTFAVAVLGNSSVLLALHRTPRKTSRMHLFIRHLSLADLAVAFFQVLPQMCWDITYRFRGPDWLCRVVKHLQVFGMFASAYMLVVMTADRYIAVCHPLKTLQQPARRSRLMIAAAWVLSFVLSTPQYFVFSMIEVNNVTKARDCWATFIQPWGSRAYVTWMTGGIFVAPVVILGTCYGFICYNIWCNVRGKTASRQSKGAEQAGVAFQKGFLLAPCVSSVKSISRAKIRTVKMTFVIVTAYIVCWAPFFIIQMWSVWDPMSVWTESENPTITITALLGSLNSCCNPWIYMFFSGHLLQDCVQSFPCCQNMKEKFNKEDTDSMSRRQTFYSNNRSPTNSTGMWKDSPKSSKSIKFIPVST
TAAR1 antag – antagonists of human TAAR1; inhibition, % at 3 µM; CHO RD-HGA16 TAAR1, Fluo-8 calcium fluorescence, antagonist; AID 624466; Q96RJ0; 360,000 compounds, 1.5% hits;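 active means inhibition above a per-plate cutoff, the mean inhibition of test compounds on that plate plus 3 SD, cut at about 49% in these data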;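 further: 0% = DMSO plus EC80 beta-PEA response and 100% = DMSO alone without agonist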
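Test system: hTAAR1-expressing CHO RD-HGA16 cells, Gα16-coupled; Probe or stimulus: EC80 β-phenethylamine stimulus; Compound dosing: single nominal final test compound concentration of 3 µM; Timing: 140 s kinetic read after compound, 140 s after agonist; Signal: Fluo-8 calcium-sensitive fluorescence; Measure: % inhibition of agonist calcium response; Controls: DMSO and EC80 PEA controls.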
M1 ag parental – M1 agonist counterscreen hit in parental CHO-K1 cells. Fluo-8 calcium fluorescence; scaled to maximal ATP response, vehicle zero. 360,000 compounds, 0.48% hits. activation, % at 3 µM; in the data active means activation above about 15%;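 further: untransfected CHO-K1 host cells lacking M1 receptor as counterscreen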
OXTR potentiator – potentiators of human oxytocin receptor | P30559 | CHO-OTR cells, Fluo-8 calcium fluorescence, potentiator mode; 0% = oxytocin EC15, 100% = EC100 | activation, % at 3 µM | 320,000 compounds, 0.061% hits | AID 2445;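 active means activation above that plate's cutoff, the mean activation of tested compounds plus 3 SD, cut at about 6.6% in these data, passing the limit was not always enough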;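 further: 100% uses oxytocin at 75 nM as the full agonist control; some results filed as inactive read as strong as hits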
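assay system = CHO-OTR cells, human receptor | schedule = compound 6 min at room temperature before oxytocin, 100 s read | detection = Fluo-8 intracellular calcium fluorescence, ex 470-495, em 515-575 nm | evaluation = normalized max/min fluorescence ratio, % activation | control set = EC15 oxytocin alone as 0%, 75 nM oxytocin (EC100) as 100%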
OXTR ag – agonists of human oxytocin receptor; CHO-OTR cells, Fluo-8 calcium fluorescence; normalized: DMSO 0%, oxytocin 100%; activation, % at 3 µM; 320,000 compounds, 0.32% hits; AID 2435;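 active means activation above the mean of all tested compounds plus 3 SD, cutoff set per screening run, cut at about 20% in these data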;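 further: peak over basal fluorescence ratio from a 100 s FLIPR kinetic read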
M1 PAM parental – nonselective activator or artifact in parental CHO-K1 calcium assay | ATP EC20, Fluo-8 calcium fluorescence; 0% at ATP EC20, 100% at ATP max | activation, % at 3 µM | 360,000 compounds, 0.02% hits | AID 602247;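 active means activation above the run cutoff, the mean activation of all test compounds plus 3 SD, cut at about 40% in these data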;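 further: peak over basal fluorescence ratio in a 140 s read after ATP addition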
CHO-K1 Ca antag – nonselective inhibitor or artifact in parental CHO-K1 cells | ATP-induced calcium, Fluo-8 fluorescence | inhibition, % at 3 µM | 360,000 compounds, 0.6% hits | AID 602250;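 active means inhibition above a per-plate cutoff, the plate's mean sample inhibition plus 3 SD, cut at about 24% in these data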;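 further: 0% = DMSO plus EC80 ATP and 100% = DMSO alone without ATP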
Active calls of the source: *; · = no result given.

SMILES	GPR7 antagonist	CHO parental Ca	V1R ag counter	TAAR1 antag	M1 ag parental	OXTR potentiator	OXTR ag	M1 PAM parental	CHO-K1 Ca antag
O=C(C=Cc1ccc2c(c1)OCO2)c1ccccc1	·	·	·	2	-0.5	·	·	-9	-8
COc1ccc(CNC(=O)CSc2cccc3cccnc23)cc1	-9	-8	-0.6	-25	1.6	-10	-1.2	25	-6
COC(=O)c1sccc1NC(=S)Nc1cc(C)ccc1OC	1	-6	-0.4	-12	0.1	-7	0.9	9	-8
CC(C)=CCc1cc([C@@H]2CC(=O)c3ccc(O)c(CC=C(C)C)c3O2)ccc1O	·	2	0.1	20	1.8	-8	0.4	9	10
Cc1cc(=O)n2nc(N3CCC(C(=O)NCc4cccc(Br)c4)CC3)sc2n1	-17	-16	0.4	-23	-0.4	-3	-1.0	11	-13
O=C(CCn1c(=O)oc2ccccc21)Nc1nccs1	3	-10	0.8	9	-0.1	-7	0.7	-7	20
Cn1c(/C(C#N)=C2/CCCCCN2)nc2ccccc21	-9	-25	0.5	-6	1.6	-2	-2.4	21	-16
Cc1ccc(NC(=O)Cn2c(C)cc(C)c(C#N)c2=O)c(Cl)c1	-3	-10	0.1	4	-0.6	4	2.0	-13	17
COc1ccc(OCc2cc(C(=O)NCCN3CCCC(O)C3)no2)c(Cl)c1 (stereo not drawn)	-9	-10	0.2	-29	0.7	1	0.6	-5	-5
Cc1ccc(NC(=S)NC(NC(=O)c2ccccc2)C(Cl)(Cl)Cl)c(C)c1 (stereo not drawn)	-5	-6	16	15	12	-15	3.5	15	11

Structures listed so far with four or more nitrogen atoms:
SMILES	GPR7 antagonist	CHO parental Ca	V1R ag counter	TAAR1 antag	M1 ag parental	OXTR potentiator	OXTR ag	M1 PAM parental	CHO-K1 Ca antag
Cc1cc(=O)n2nc(N3CCC(C(=O)NCc4cccc(Br)c4)CC3)sc2n1	-17	-16	0.4	-23	-0.4	-3	-1.0	11	-13
Cn1c(/C(C#N)=C2/CCCCCN2)nc2ccccc21	-9	-25	0.5	-6	1.6	-2	-2.4	21	-16

(cont.)
SMILES	GPR7 antagonist	CHO parental Ca	V1R ag counter	TAAR1 antag	M1 ag parental	OXTR potentiator	OXTR ag	M1 PAM parental	CHO-K1 Ca antag
Cc1ccc(S(=O)(=O)CCc2nc3ccccc3[nH]2)cc1C	2	-17	-0.6	14	1.0	4	-0.1	6	-13
O=C(O)CCc1ccc(-c2ccccc2)n1NC(=O)c1cccs1	0	-8	0.9	7	0.1	-10	0.4	1	4
CCCN(CCC(=O)Nc1cc(OC)cc(OC)c1)CC1CC1	-19	-18	0.8	12	-0.1	-13	1.8	-1	0
COc1ccc2c(c1)c(/C=N/Nc1nc3ccccc3[nH]1)c(C)n2C	-11	2	0.2	-15	0.5	0	2.0	10	-14
O=c1ccc2cc(S(=O)(=O)N3CCN(c4ccccc4F)CC3)ccc2[nH]1	-5	-8	7.1	10	5.9	-6	6.2	17	-14
CN(C=C1C(=O)CC(C)(C)CC1=O)CCN1CCNCC1	1	6	1.2	-6	0.0	1	-0.6	13	4
Cc1ccc(CNC(=O)C2CCC(=O)N(CCc3ccccn3)C2)s1 (stereo not drawn)	-20	-5	-0.2	-12	0.0	-11	6.9	-6	-9
CN1CCN(c2ccc(NC(=O)c3cccs3)cc2)CC1	-7	0	1.4	8	-0.5	-2	0.1	19	-4
CCOc1ccc(CN(C(=O)c2ccccn2)c2ccc(OC)c(Cl)c2)cc1	2	-1	5.4	-7	1.8	-8	-0.9	24	-11
COc1ccc(C(=O)NC2CCCc3c2cnn3-c2ccccc2F)o1 (stereo not drawn)	-16	-15	5.6	-35	5.2	-8	3.2	11	-16
O=C(NCc1ccc2c(c1)OCO2)Oc1ccccc1	-5	-5	-0.8	-4	-0.2	-2	0.1	22	2
CCOC(=O)CNc1c(-c2ccccc2)nc2ccc(Cl)cn12	23	-32	-1.9	45	2.1	2	-2.5	-10	-1
Cc1nc(Nc2ncc3c(n2)CC(C)(C)CC3=O)nc2ccccc12	·	·	·	-3	0.8	·	·	8	-3
CCCC(NS(=O)(=O)c1ccc(C)cc1)C(=O)O (stereo not drawn)	6	-7	0.6	9	6.0	2	-0.2	-9	6
O=C(CSc1nc2ccccc2o1)Nc1nc(-c2ccccc2)c(-c2ccccc2)s1	4	-4	-0.3	-10	0.2	-3	-0.2	17	-12
CN(C)c1ccc(CNC2C3CC4CC(C3)CC2C4)cc1 (stereo not drawn)	12	-5	0.1	3	0.4	-3	2.3	3	-2
COc1ccc(-n2nnnc2SCC(=O)Nc2ccccc2)cc1	-1	2	6.0	1	0.9	-11	4.8	19	-5
COc1ccc(-n2nnnc2SCC(=O)N2CCN(C(=O)c3ccco3)CC2)cc1OC	4	-15	-0.4	-3	0.4	-25	-0.8	19	-4
COC(CNC(=O)CN1C(=O)COc2ccc(S(=O)(=O)N3CCOCC3)cc21)OC	-6	-11	19	2	0.7	-4	0.0	0	-12
Cc1cc(C2=NNC(=Nc3ccc(S(=O)(=O)N4CCOCC4)cc3)SC2)c(C)n1C	-8	6	-0.4	-45	0.1	6	-0.3	3	-8
Cc1cc([N+](=O)[O-])nn1CC(=O)Nc1ccc(F)cc1	-3	2	-0.1	-6	0.2	4	1.5	19	-2
O=C(CSc1n[nH]c(=O)[nH]c1=O)NC1CCCCC1	0	4	-0.9	13	0.0	-1	0.5	-12	10
CC(C)[C@H](Nc1ccc(S(=O)(=O)N2CCOCC2)cc1[N+](=O)[O-])C(=O)OCC(=O)N(C(C)C)C(C)C	9	-19	-0.2	9	3.0	-12	-0.5	13	-3
COc1ccc(CC(=O)NC(C)(C)CC(C)=O)cc1OC	3	-4	2.8	3	0.4	-6	0.5	-7	-1
O=C(N/N=C\c1cccc(Br)c1)c1ccccc1-n1cccc1	-2	-25	4.3	0	0.3	-15	-0.5	23	-17
Cc1noc(C)c1COc1ccc(C(=O)NCc2cccs2)cc1	·	-12	0.6	5	0.2	-4	0.3	-11	1
C/C(=N\OC(=O)c1ccc(F)cc1)c1sc(-c2ccccc2)nc1C	-12	-13	0.1	0	0.7	-3	0.9	20	-9
O=C(NC1CCCCC1)n1c(=O)oc2cc(S(=O)(=O)N3CCCCC3)ccc21	8	-2	1.1	5	0.4	-1	0.4	-4	4
O=C(OCc1ccccc1C(F)(F)F)c1cc([N+](=O)[O-])ccc1N1CCOCC1	-12	-27	0.4	-18	0.9	-9	-0.1	10	-12
Cn1cccc1C1CCCN1CC(=O)Nc1ccc(C(N)=O)cc1 (stereo not drawn)	·	-1	1.1	17	0.8	2	2.3	3	-14

17 successive compounds out of the list so far, quoted:
SMILES	GPR7 antagonist	CHO parental Ca	V1R ag counter	TAAR1 antag	M1 ag parental	OXTR potentiator	OXTR ag	M1 PAM parental	CHO-K1 Ca antag
O=C(NCc1ccc2c(c1)OCO2)Oc1ccccc1	-5	-5	-0.8	-4	-0.2	-2	0.1	22	2
CCOC(=O)CNc1c(-c2ccccc2)nc2ccc(Cl)cn12	23	-32	-1.9	45	2.1	2	-2.5	-10	-1
Cc1nc(Nc2ncc3c(n2)CC(C)(C)CC3=O)nc2ccccc12	·	·	·	-3	0.8	·	·	8	-3
CCCC(NS(=O)(=O)c1ccc(C)cc1)C(=O)O (stereo not drawn)	6	-7	0.6	9	6.0	2	-0.2	-9	6
O=C(CSc1nc2ccccc2o1)Nc1nc(-c2ccccc2)c(-c2ccccc2)s1	4	-4	-0.3	-10	0.2	-3	-0.2	17	-12
CN(C)c1ccc(CNC2C3CC4CC(C3)CC2C4)cc1 (stereo not drawn)	12	-5	0.1	3	0.4	-3	2.3	3	-2
COc1ccc(-n2nnnc2SCC(=O)Nc2ccccc2)cc1	-1	2	6.0	1	0.9	-11	4.8	19	-5
COc1ccc(-n2nnnc2SCC(=O)N2CCN(C(=O)c3ccco3)CC2)cc1OC	4	-15	-0.4	-3	0.4	-25	-0.8	19	-4
COC(CNC(=O)CN1C(=O)COc2ccc(S(=O)(=O)N3CCOCC3)cc21)OC	-6	-11	19	2	0.7	-4	0.0	0	-12
Cc1cc(C2=NNC(=Nc3ccc(S(=O)(=O)N4CCOCC4)cc3)SC2)c(C)n1C	-8	6	-0.4	-45	0.1	6	-0.3	3	-8
Cc1cc([N+](=O)[O-])nn1CC(=O)Nc1ccc(F)cc1	-3	2	-0.1	-6	0.2	4	1.5	19	-2
O=C(CSc1n[nH]c(=O)[nH]c1=O)NC1CCCCC1	0	4	-0.9	13	0.0	-1	0.5	-12	10
CC(C)[C@H](Nc1ccc(S(=O)(=O)N2CCOCC2)cc1[N+](=O)[O-])C(=O)OCC(=O)N(C(C)C)C(C)C	9	-19	-0.2	9	3.0	-12	-0.5	13	-3
COc1ccc(CC(=O)NC(C)(C)CC(C)=O)cc1OC	3	-4	2.8	3	0.4	-6	0.5	-7	-1
O=C(N/N=C\c1cccc(Br)c1)c1ccccc1-n1cccc1	-2	-25	4.3	0	0.3	-15	-0.5	23	-17
Cc1noc(C)c1COc1ccc(C(=O)NCc2cccs2)cc1	·	-12	0.6	5	0.2	-4	0.3	-11	1
C/C(=N\OC(=O)c1ccc(F)cc1)c1sc(-c2ccccc2)nc1C	-12	-13	0.1	0	0.7	-3	0.9	20	-9

Next part.
SMILES	GPR7 antagonist	CHO parental Ca	V1R ag counter	TAAR1 antag	M1 ag parental	OXTR potentiator	OXTR ag	M1 PAM parental	CHO-K1 Ca antag
COc1ccc(CCNC(=S)Nc2ccc(S(=O)(=O)Nc3ncccn3)cc2)cc1OC	-21	-14	1.0	1	0.3	-9	-0.2	-19	8
CCOC(=O)[C@]12CCC=C1N(Cc1ccc(Cl)cc1Cl)C(=O)[C@H](CC(=O)N1CCN(C(=O)c3ccco3)CC1)C2	·	·	·	-15	-0.1	·	·	6	-14
O=C(NNc1cccc(Cl)n1)c1ccc(Cl)nc1	-4	-2	-0.5	-7	0.3	-9	-0.1	12	-5
CCCn1c(N)c(C(=O)CSc2n[nH]c(-c3ccc(C)cc3)n2)c(=O)[nH]c1=O	·	-10	-0.3	-14	1.4	-8	-1.4	14	-14
